Cneo AK release = Cryptococcus neoformans cell lysis inducers, primary screen, AK release luminescence, single concentration; C. neoformans lysis, adenylate kinase release luminescence, 4 h; normalised: neutral wells 0, clomiphene wells 100; lysis activity, % at 15 µM; 360,000 tested, 0.2% active;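 active = mean lysis activity across replicates of at least 80%, whatever share of replicates individually reach that level; inactive = mean lysis activity below 80%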
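Signal: Adenylate kinase release luminescence | Assay system: Log-phase Cryptococcus neoformans yeast cells | Input: Cells at 5 × 10^6 per mL | Buffer or medium: Fresh YPD growth medium | Compound: Single dose | Schedule: Static 4 h at 37 °C with compound, 1 h detection | Controls: Clomiphene | Read-out: Luminescence rise reflecting yeast cell lysis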
FN deposit inh = inhibitors of fibronectin matrix deposition, primary screen, AH1F cells, Alexa488-fibronectin fluorescence, plate reader; AH1F fibroblasts, overnight; 350,000 tested, 0.086% active; inhibition, % at 12.6 µM;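 active = mean inhibition across replicates of 30% or more, regardless of how many single replicates reach that level; inconclusive = mean under 30% yet at least half of replicates reach 30%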;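 note: positive control wells lacked labelled fibronectin entirely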
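material = AH1F fibroblast monolayer depositing Alexa488-labelled fibronectin into matrix | amount = 10000 AH1F cells/well | buffer or medium = DMEM plus 2% serum, read in PBS | incubation = 1 h cell adhesion before compound, then overnight fibronectin incubation | detection = fluorescence at 485 nm excitation, 525 nm emission | evaluation = percent inhibition as loss of matrix-bound fibronectin fluorescence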
EWS-Fli block = EWS/Fli-driven NR0B1 reporter inhibitors, primary screen, A673 cells, NR0B1 luciferase, luminescence, MLPCN library; viability-normalised; inhibition, % at 12.6 µM; 350,000 tested, 0.67% active; AID 651661, 2012;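 active = mean inhibition of at least 50% after viability correction, with every replicate also passing that limit; inconclusive = mean reaches 50% but only one of two replicates passes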;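 note: firefly luciferase signal divided by Alamar Blue viability fluorescence both relative to DMSO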
LGR2 inh = inhibitors of bursicon-induced LGR2 CRE-luciferase signal, primary screen, cell-based, HEK293, CRE-luciferase reporter, bursicon stimulation. inhibition, % at 9.99 µM. AID 720647, 2013. Drosophila bursicon receptor LGR2 (rickets). 380,000 tested, 0.35% active. bursicon-stimulated, 4 h;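 active = drop in luminescence signal, shown as inhibition above about 50% in the replicate tests, limit read from the data, passing the limit was not always enough; inconclusive = probably only some replicates passing the limit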;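 note: agonist challenge used bursicon conditioned medium at about half maximal strength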
PGC1a acetyl inh = inhibitors of PGC1a acetylation signal, primary screen, cell-based, U2OS, AlphaScreen, inhibitor mode. inhibition, % at 15.6 µM. AID 651687, 2012. 350,000 tested, 0.17% active. AlphaScreen anti-acetyl-lysine; with virally co-expressed GCN5 acetyltransferase;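 active = every replicate shows inhibition of at least 40%; inconclusive = mean inhibition at least 40% but some replicate below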;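 note: 0% = neutral control wells and 100% = positive control wells; some results beyond the cut were filed as inactive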
miR-122 sensor = miR-122 Renilla sensor signal increase in Huh7, primary screen, miR-122 inhibitor project, cell-based, single point, plate reader; AID 602342, 2012; activation (reporter increase), % at 12.5 µM; Huh7 miR-122 Renilla luciferase sensor, 48 h; neutral wells = 0, positive control = 100; 340,000 tested, 0.3% active;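 active = mean replicate activation score at least 90 and every replicate individually at or above 90; inconclusive = only one of the two criteria met; inactive = neither criterion met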;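 note: higher luciferase means less miR-122 activity so hits act as miR-122 inhibitors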
Casp6 inh = human caspase-6 inhibitors, primary screen, biochemical, VEID-R110 fluorescence, single point, set 2; P55212; purified caspase-6, Z-VEID-R110 cleavage fluorescence; inhibition, % at 12.5 µM; 350,000 tested, 0.53% active;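 active = mean inhibition across replicates at least about 35%, with every replicate also reaching that limit, limit read from the data; inconclusive = only one of the two criteria met; inactive = neither criterion met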;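 note: 0% = median of neutral control wells and 100% = no fluorescence left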
Target sequence (P55212 24-179 limits assumed): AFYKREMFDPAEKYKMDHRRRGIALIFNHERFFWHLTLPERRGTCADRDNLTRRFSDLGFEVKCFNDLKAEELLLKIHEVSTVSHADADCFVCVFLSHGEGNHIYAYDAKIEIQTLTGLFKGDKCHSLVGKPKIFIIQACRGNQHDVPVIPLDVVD
Target sequence (P55212 194-293 limits assumed): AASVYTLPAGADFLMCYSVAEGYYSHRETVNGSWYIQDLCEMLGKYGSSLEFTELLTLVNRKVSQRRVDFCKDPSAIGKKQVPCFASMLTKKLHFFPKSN
PAX8 inh HTS = inhibitors of PAX8-driven TPO luciferase reporter, primary screen, RMG-I cells, single concentration | SteadyGlo, 24 h | inhibition, % at 12.6 µM | 360,000 tested, 1.2% active;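 active = mean replicate inhibition at least 60% with every replicate also reaching 60%; inconclusive = only one of the two criteria is met; inactive = mean below 60% and not all replicates reaching 60%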;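 note: luciferase light reporting Pax8 driven TPO promoter activity; plate controls were median of neutral control wells for no effect and mitoxantrone controls for full effect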
Numbers without * were called inactive; ? = inconclusive; . = no result given; [ ] = remark or other dose.

Start of the listing, in advance (2 entries):
Below each compound – Cneo AK release, FN deposit inh, EWS-Fli block, LGR2 inh, PGC1a acetyl inh, miR-122 sensor, Casp6 inh, PAX8 inh HTS
1) COc1cccc(CN(C)C(=O)[C@@H](NC(=O)c2ccc(C)cc2)C(C)C)c1
  0.0, -0.5, -11.9, 7.1, 2.3, -4.5, 0.5, 3.2
2) CSC1=NC2(C[C@H]2c2ccccc2)C(=O)N1C (some centres not stated)
  -1.0, -2.9, -7.5, 9.0, ., -0.1, 0.5, 2.7

The listing, previewed entries included:
Below each compound – Cneo AK release, FN deposit inh, EWS-Fli block, LGR2 inh, PGC1a acetyl inh, miR-122 sensor, Casp6 inh, PAX8 inh HTS
1) COc1cccc(CN(C)C(=O)[C@@H](NC(=O)c2ccc(C)cc2)C(C)C)c1
  0.0, -0.5, -11.9, 7.1, 2.3, -4.5, 0.5, 3.2
2) CSC1=NC2(C[C@H]2c2ccccc2)C(=O)N1C (some centres not stated)
  -1.0, -2.9, -7.5, 9.0, ., -0.1, 0.5, 2.7
3) CCN(CCO)c1ncnc2c1sc1nc(C(C)C)c3c(c12)CC(C)(C)OC3
  1.4, 5.9, ., ., -3.1, -2.0, ., -13.9
4) O=C(NC1CCS(=O)(=O)C1)/C(=C/c1ccco1)NC(=O)c1ccccc1 (configuration not stated)
  ., ., 0.6, -20.6, -13.6, 1.5, 5.7, -3.9
5) C[C@@H]1CN([C@H](C)CO)C(=O)c2cccc(NC(=O)C3CCCCC3)c2O[C@@H]1CN(C)CC1CC1
  1.6, ., -9.4, 2.2, 8.6, -2.1[16.7 µM], 0.6, .
6) CC(NC(=O)COC(=O)c1cc([N+](=O)[O-])ccc1N1CCOCC1)c1ccc(F)cc1 (configuration not stated)
  ., -0.1, -1.4, 1.5, ., ., 7.2, -4.3
7) Cc1ccccc1C(=O)N1CCN(c2ccc(NC(=O)c3ccccc3[N+](=O)[O-])cc2)CC1
  ., -4.4, 5.2, 7.9, 11.8, 10.3, 4.1, 16.0
8) O=C(C[C@H]1CC[C@@H]2[C@H](COC[C@@H](O)CN2C(=O)c2ccncc2)O1)NCc1ccc(-c2ccccc2)cc1
  -1.9, -1.5, -1.4, -9.4, 3.9, -1.8[16.7 µM], 0.3, 7.2
9) Cc1ccc(C)c(S(=O)(=O)c2c(C)cc(C)[nH]c2=O)c1
  -2.3, -0.6, -10.2, 21.7, -10.0, ., -0.9, 15.1
10) COc1ccc(C2NC(=O)C(C#N)=C(S)N2c2ccccc2)cc1OC (configuration not stated)
  ., 0.5, 2.0, 20.6, ., ., 1.2, -7.3
11) CCC(C)c1ccc(NC(=O)Nc2cnccn2)cc1 (configuration not stated)
  -1.8, 6.6, 22.5, -50.6, ., ., 2.6, -32.5
12) CC(=O)N/N=C/c1ccccc1OCCOc1cccc(C)c1
  1.2, -4.1, -39.0, 6.0, 3.5, 0.8, -1.6, -13.4
13) S=C(Nc1ccccc1Cl)N(Cc1ccccc1)Cc1cccnc1
  ., 2.6, -10.4, 9.9, ., ., 4.4, -6.9
14) NC(=O)c1ccccc1NC(=O)N1CCOCC1
  -1.6, -3.7, -4.8, 0.6, ., 10.0, -4.7, 20.1
15) CC1CC(C)C(=NNC(N)=O)C(C(O)CC2CCC(=O)NC2=O)C1 (configuration not stated)
  -0.7, 1.1, 9.4, ?, 22.3, -8.8, -2.3, 50.5
16) CCn1c2ccccc2c2cc(NC(=O)COC(=O)c3cc(Cl)c(N)cc3OC)ccc21
  -0.1, 4.9, 12.2, -6.2, -1.9, 3.1, -1.7, 5.6
17) CCCCc1nc2cc(C(=O)N(C)C3CCOCC3)ccc2o1
  1.2, ., -109.2, -45.9, 1.4, ., 2.0, -235.6
18) O=C(Nc1ccc(-c2ccc(N3CCCCC3)nn2)cc1)c1ccco1
  -2.7, 9.3, -68.5, -63.4, ., -6.8, 0.3, -32.8
19) Cc1ccc(/C=C(\C#N)C(=O)Nc2cccc3ncccc23)o1
  0.2, -7.4, 1.9, 5.7, ., -5.6, 3.8, 32.1
20) CCCC(=O)N1CCCC1(C)C(=O)Nc1ccc(-n2cncn2)cc1 (configuration not stated)
  -0.5, -3.2, 3.3, 7.3, 1.1, -2.3, -1.2, 12.8
21) CC=Cc1ccc2n(c1=O)C[C@@H]1[C@@H](CO)[C@H](C(=O)NCC3CC3)N(Cc3cccnc3)[C@H]21 (mixture of isomers)
  -0.3, ., -5.1, -7.8, ., -1.2[16.7 µM], -2.9, -6.9
22) CCOC(=O)C1=CC[C@H]2c3c(c4ccccc4n3C)C(=O)C1N2S(=O)(=O)c1ccc(C)cc1
  -4.1, -7.8, 3.9, 9.9, -5.1, 31.4, -1.8, -1.0
23) CCc1ccc(NC(=O)C(=O)NNC(=O)c2cccs2)cc1
  -3.5, -3.4, -49.1, -14.2, -4.2, 4.6, -3.6, -41.1
24) Cc1onc(C(=O)NCc2ccc(F)cc2)c1[N+](=O)[O-]
  ., -1.6, -5.1, ., ., ., -3.0, -11.8
25) CC(C)NC(=O)Nc1ccc2c(c1)C(=O)N([C@H](C)CO)C[C@H](C)[C@@H](CN(C)C(=O)c1ccccc1)OCCCC[C@H](C)O2
  2.3, ., -8.1, 5.1, -3.9, 3.6[16.7 µM], 0.7, -8.2
26) O=c1c2c(ncn1CCO)nc1n2CCC1
  -2.7, -6.6, ., ., ., -17.2, ., 3.5
27) COc1ccc(CCNC(=O)CCN2C(=O)[C@@H]3Cc4ccccc4CN3C2=O)cc1
  1.7, 2.8, -1.0, 9.8, 4.6, -2.6, -1.8, -2.3
28) COc1cccc(NC(=O)N2CC(=O)N3[C@H](CO)[C@@H](c4ccc(C5=CCCC5)cc4)[C@@H]3C2)c1
  ., -2.5, 0.3, -1.5, 5.4, ., 0.4, 13.4
29) COc1ccc2c3c([nH]c2c1)[C@H](CO)N(C(=O)CN(C)C)CC31CCN(C(=O)c2ccncc2)CC1
  ., ., -0.3, 9.9, -2.6, ., -2.3, .
30) COc1ccc(CCn2c(=O)[nH]c3cc(C(=O)N4CCN(c5ccccc5)CC4)ccc3c2=O)cc1OC
  ., 1.3, 19.5, 16.8, ., ., -0.1, 3.3
31) COC(=O)CCNC(=O)c1ccc2nc(Cc3ccc(OC)c(OC)c3)oc2c1
  0.3, 2.1, -62.2, -41.4, ., ., 3.1, -10.9
32) COc1ccccc1C(=O)NC(=O)CSc1nnc2ccccn12
  -4.6, -9.7, 8.9, ., 4.9, -2.7, 3.1, 3.1
33) COCC(=O)Nc1ccc2c(c1)[C@H]1C[C@@H](CC(=O)NCc3ccccn3)O[C@H](CO)[C@H]1O2
  3.2, 2.1, -7.7, 7.4, 2.8, -5.9[16.7 µM], 2.3, -13.5
34) CCCCn1c(N)c(N(CC(C)C)C(=O)CCNC(=O)c2ccccc2Cl)c(=O)[nH]c1=O
  ., -2.2, 2.3, 4.8, ., ., -0.9, 1.2
35) Cc1c(NC(=O)/C(C#N)=C/c2c(N3CCCCC3)nc3ccccn3c2=O)c(=O)n(-c2ccccc2)n1C
  1.7, -2.1, 7.5, ., 10.5, -0.8, -1.9, 11.5
36) O=C(CSc1nc2ccccc2c(=O)n1Cc1ccco1)NCCN1C(=O)CSC1=O
  -0.9, 3.1, 8.5, 1.0, 5.8, 3.8, 2.2, 2.7
37) COc1cc(CC(NC(C)=O)C(=O)NC2CCN(S(=O)(=O)c3ccc(NC(C)=O)cc3)CC2)cc(OC)c1 (configuration not stated)
  3.4, -4.1, -4.0, -15.9, ., -0.5, -0.6, 1.4
38) Cc1ccc(NC(=O)COC(=O)CN2CCCCCC2=O)cc1C
  -3.3, 6.3, -7.8, ., ., ., -3.0, -7.8
39) C/C=C/c1cnc2c(c1)C(=O)N([C@H](C)CO)C[C@H](C)[C@H](CN(C)Cc1ccccc1)O2
  -1.8, 6.3, -0.2, -12.4, -6.6, 14.7[16.7 µM], -0.4, .
40) CC1CCN(S(=O)(=O)c2cccc(C(=O)Nc3nncs3)c2)CC1
  -0.1, ., 5.9, 0.0, -1.6, -4.4, -2.3, 1.3
41) Cc1ccc(S(=O)(=O)N2CC3C(=O)CC(c4ccccc4)N(S(=O)(=O)c4ccc(C)cc4)C3CC2c2cccc(Cl)c2)cc1 (configuration not stated)
  ., 19.9, -3.9, -4.2, ., ., 0.4, 14.6
42) CN(CC(=O)Nn1cnnc1)S(=O)(=O)c1cc(Cl)ccc1Cl
  3.0, 4.9, ., 7.5, -2.5, 0.2, ., .
43) Clc1ccc(-n2nnc(-c3cccnc3)n2)cc1Cl
  5.9, 5.7, -102.0, -107.1, -5.3, -1.5, -1.3, -105.2
44) COc1ccc(CNC(=O)C[C@H]2C[C@H]3c4cc(NS(C)(=O)=O)ccc4O[C@H]3[C@H](CO)O2)cc1
  11.9, -21.4, -14.2, -0.1, -10.1, -1.3[16.7 µM], 0.6, .
45) C=C(C)C1CC=C(C)C(=NNC(=O)c2ccncc2)C1 (configuration not stated)
  -0.8, 1.1, 5.7, -1.9, 6.8, -5.4, -2.3, 10.4
46) O=C(Nc1cccc2c1CCCC2)c1cc(C2CCCCN2C(=O)OCCF)on1 (configuration not stated)
  -2.2, 8.3, 7.1, 6.3, -0.2, 6.0, -1.5, 1.0
47) COc1ccccc1-c1nc(S(=O)(=O)c2ccccc2)c(N2CCOCC2)o1
  -0.4, 7.7, 17.8, -1.5, ., -10.5, -0.2, 8.8
48) COc1ccc(C)cc1-n1nnnc1SCC(=O)NC1CC1
  -0.5, -6.1, -4.9, 8.0, ., ., -6.0, -4.2
49) O=C(N[C@@H]1CC[C@H](CCn2cc(C3(O)CCCC3)nn2)O[C@@H]1CO)C1CCOCC1
  -5.8, -0.8, 0.2, 16.3, -12.8, ., 1.7, 3.9
50) CCOc1ccc(NC(=S)N2CCC(N(C)CCN3CCOCC3)CC2)cc1
  ., -7.2, ., 14.3, 1.1, ., ., -19.5
51) COc1ccc(N2CCN(CC(=O)Nc3nc(C)cs3)CC2)cc1
  2.5, 5.1, 4.3, 3.3, 1.5, 0.9, 0.5, -3.9
52) O=C(CSc1nnc(-c2ccc(OC(F)F)cc2)o1)NC(=O)NCc1ccco1
  -1.3, ., 6.7, -4.5, 8.4, -2.7, 4.8, .
53) CCn1ccnc1CN(C)Cc1cn(-c2cccc(C)c2)nc1-c1cccc(F)c1
  30.7, -1.3, 22.9, 0.0, 0.0, -3.9, -3.0, 17.0
